Source: PubChem BioAssay (several laboratories)
GSH bead fluor = compound fluoresces at 488/530 nm on GSH beads | actives 0.25% (n = 190,000) | fluorescence (KMESF) at 10 µM | GSH beads flow cytometry, compound fluorescence 488/530 nm; hits give high values; in the data active = fluorescence above about 89;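 note: glutathione beads carrying GST-tagged Bcl family fusion proteins plus one bare bead set; values are compound well signal with DMSO vehicle wells as background; inactives centre near 16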
Rac1 wt modul = modulators of human Rac1 wildtype GTP binding; actives 0.27% (n = 190,000); AID 757; GST-Rac1 beads, fluorescent GTP binding, flow cytometry; actives lie on both sides; 0 = cold GTP competed, 100 = untreated; GTP binding activity (% of control), % at 10 µM; P63000;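 active = GTP binding activity at least 20 points away from the 100% control level, either lower or higher; inconclusive = compound flagged as likely green fluorescent, judged across all proteins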
Mcl1-Noxa inh = disrupts binding of human Mcl-1 to Noxa peptide. Q07820. TR-FRET Mcl-1/Noxa peptide binding, 2 h. inhibition, % at 21.7 µM. actives 1.5% (n = 220,000). AID 1022;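 active = compounds that cut the protein-peptide binding signal by more than 50% relative to plate controls in a single-dose test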;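 note: His-tagged Mcl-1 with rhodamine Noxa BH3 peptide and terbium anti-His antibody; 0% = Mcl-1 plus Noxa peptide wells and 100% = peptide-only wells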
Target sequence (Q07820 whole entry, looked up): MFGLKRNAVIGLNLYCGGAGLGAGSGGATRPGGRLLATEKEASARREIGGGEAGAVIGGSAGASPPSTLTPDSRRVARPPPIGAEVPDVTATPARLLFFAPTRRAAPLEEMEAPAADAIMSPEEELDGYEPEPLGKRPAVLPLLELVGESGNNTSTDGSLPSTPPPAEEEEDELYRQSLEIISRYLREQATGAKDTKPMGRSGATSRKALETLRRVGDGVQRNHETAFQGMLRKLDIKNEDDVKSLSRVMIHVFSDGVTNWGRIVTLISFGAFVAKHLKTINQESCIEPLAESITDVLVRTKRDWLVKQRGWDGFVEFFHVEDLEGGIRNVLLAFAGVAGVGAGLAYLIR
Rac1 mut GTP = human Rac1 activated mutant GTP binding change. AID 764. GST-Rac1 activated beads, fluorescent GTP binding, flow cytometry; actives lie on both sides; 100% means binding = to untreated wells. actives 0.11% (n = 190,000). percent activity (GTP binding), % at 10 µM;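 active = GTP binding at least 20 percentage points away from the 100% baseline, in either direction, so actives lie on both sides; inconclusive = Compound likely fluorescent itself, or too few beads counted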
Avidin fluor = avidin bead compound fluorescence profile | actives 0.38% (n = 220,000) | fluorescence (KMESF) at 10 µM | AID 1775 | Avidin beads, compound fluorescence 488/530 nm, flow cytometry; hits give high values; in the data active = fluorescence above about 47; note: inactives centre near 10
Rab7 wt GTP bind = modulators of GTP binding to dog Rab7 wildtype GTPase; GST-Rab7 beads, fluorescent GTP binding, flow cytometry; actives lie on both sides; untreated = 100%, excess cold GTP = 0%; GTP binding activity (percent of control), % at 10 µM; actives 0.055% (n = 190,000);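 active = fluorescent GTP binding to Rab7 beads changed by at least 20 points from the 100% baseline, either direction, mostly lower; inconclusive = compound itself probably fluorescent, or too few beads counted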;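 note: median green fluorescence of bound Bodipy-FL-GTP per Rab7 bead population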
HRas wt GTP bind = human HRas wildtype GTP binding, change in either direction; GTP binding activity, % at 10 µM; AID 759; actives 0.14% (n = 190,000); P01112; GST-Ras wt beads, Bodipy-FL-GTP binding, flow cytometry; actives lie on both sides;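 active = GTP binding activity at least 20% away from the 100% baseline, either lowered as inhibitor or raised as activator; inconclusive = flagged as likely green fluorescent, judged across all proteins in the well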;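 note: 0% = unlabeled GTP competition control and 100% = no-compound control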
Target sequence (P01112 whole entry, looked up): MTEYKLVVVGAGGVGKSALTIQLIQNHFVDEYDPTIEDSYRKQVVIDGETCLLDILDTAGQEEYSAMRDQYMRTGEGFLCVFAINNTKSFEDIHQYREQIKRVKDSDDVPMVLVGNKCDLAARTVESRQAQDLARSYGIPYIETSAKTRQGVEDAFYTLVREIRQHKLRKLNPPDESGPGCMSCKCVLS
Mcl1 Bid PPI = Mcl-1/Bid interaction inhibition; Q07820; TR-FRET Mcl-1/Bid-Dy647 peptide binding, 1536-well; inhibition, % at 21.7 µM; actives 0.97% (n = 220,000); AID 1021;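 active = compounds that cut the binding signal by more than half at the single screening dose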;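 note: His-tagged Mcl-1 with europium anti-His antibody binding Bid BH3 peptide; 0% = Mcl-1 plus peptide wells and 100% = peptide-only wells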
Rab2A wt mod = changes GTP binding to wildtype dog Rab2A, up or down; GTP binding activity, % at 10 µM; actives 0.19% (n = 190,000); GST-Rab2 wt beads, Bodipy-GTP binding, flow cytometry;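 active = GTP binding activity at least 20 points away from 100%, either lowered or raised; inconclusive = signal likely due to the compound's own green fluorescence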;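 note: 0% = beads with excess unlabeled GTP and 100% = no-compound control corrected for plate trend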
Pf gametocyte = P. falciparum stage V gametocyte viability inhibition; AID 743093; P. falciparum stage V gametocytes, ATP luminescence, 24 h; actives 0.065% (n = 150,000); inhibition, % at 10.9 µM;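 active = inhibition above the mean plus 3 SD of compounds within the control limits, set per campaign, cut at about 38% in these data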;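 note: 0% = DMSO wells and 100% = medium only without gametocytes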
Cdc42 wt GTP = human Cdc42 wildtype GTP binding change, either direction | AID 761 | GST-Cdc42 beads, Bodipy-GTP binding, flow cytometry; actives lie on both sides | percent activity (GTP binding), % at 10 µM | actives 0.2% (n = 190,000) | P60953;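 active = percent activity GTP binding at least 20 points away from the 100% baseline, either down as inhibitor or up as activator; inconclusive = compound flagged as likely green fluorescent from well-wide comparison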;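 note: median bead fluorescence of bound Bodipy-FL-GTP at 100 nM; 0% = excess unlabeled GTP control and 100% = no compound control; below 100% means less GTP binding so inhibitor and above means activator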
Target sequence (P60953 whole entry, looked up): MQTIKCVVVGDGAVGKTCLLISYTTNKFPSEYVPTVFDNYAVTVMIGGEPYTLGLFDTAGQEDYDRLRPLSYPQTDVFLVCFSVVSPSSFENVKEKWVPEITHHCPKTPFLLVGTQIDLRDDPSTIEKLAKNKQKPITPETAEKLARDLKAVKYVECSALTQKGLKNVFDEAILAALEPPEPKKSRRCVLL
* hit, by the source's call; ? = inconclusive; nt = not tested or not shown.

SMILES	GSH bead fluor	Rac1 wt modul	Mcl1-Noxa inh	Rac1 mut GTP	Avidin fluor	Rab7 wt GTP bind	HRas wt GTP bind	Mcl1 Bid PPI	Rab2A wt mod	Pf gametocyte	Cdc42 wt GTP
COc1ccccc1C(=O)Nc1ccc(C(=O)N2CCCC2)cc1	12	106.0	-3.6	99.0	9	100.0	100.0	-5.6	100.0	27.3	102.0
Cc1nn(Cc2ccccc2)c(C)c1NC(=O)CCCn1nc([N+](=O)[O-])cc1C	14	104.0	11.9	98.0	10	110.0	101.0	-40.9	101.0	-3.9	99.0
CNCC(=O)Nc1ccc(OC(F)(F)F)cc1	11	96.0	-0.3	93.0	9	95.0	95.0	-14.2	96.0	7.5	96.0
CCc1ccc(-c2cc(C(=O)NN3CCOCC3)c3ccccc3n2)s1	17	103.0	24.7	99.0	9	103.0	98.0	-9.5	100.0	-4.4	96.0
COC(=O)c1c(C(=O)OC)c2cc(C(=O)c3ccccc3)ccn2c1Cl	35	98.0	-21.7	95.0	8	100.0	98.0	-1.8	97.0	7.6	95.0
Cc1cc([N+](=O)[O-])ccc1NC(=O)/C=C/c1cccs1	11	105.0	-1.5	100.0	10	98.0	100.0	2.4	100.0	15.2	101.0
CC1(C)CCCC2=C1CC1C(=O)N(O)C(=O)C1C2 (centres undefined)	28	103.0	-7.2	98.0	29	104.0	102.0	-18.6	102.0	-4.4	103.0
Cc1nn(-c2ccccn2)c2c1C(c1ccccn1)C1=C(CCCC1=O)N2 (centres undefined)	45	106.0	-7.2	98.0	8	100.0	102.0	-40.7	100.0	nt	102.0
CCc1ccccc1NC(=O)C(C#N)Cc1cccnc1 (centres undefined)	20	104.0	-6.7	100.0	nt	97.0	99.0	-7.4	97.0	24.1	102.0
CCOC(=O)NC(Nc1ccc(C)cn1)(C(F)(F)F)C(F)(F)F	26	104.0	2.2	101.0	13	100.0	104.0	-15.4	102.0	-15.4	105.0

2 entries picked at random from the list so far:
SMILES	GSH bead fluor	Rac1 wt modul	Mcl1-Noxa inh	Rac1 mut GTP	Avidin fluor	Rab7 wt GTP bind	HRas wt GTP bind	Mcl1 Bid PPI	Rab2A wt mod	Pf gametocyte	Cdc42 wt GTP
CCc1ccccc1NC(=O)C(C#N)Cc1cccnc1 (centres undefined)	20	104.0	-6.7	100.0	nt	97.0	99.0	-7.4	97.0	24.1	102.0
COC(=O)c1c(C(=O)OC)c2cc(C(=O)c3ccccc3)ccn2c1Cl	35	98.0	-21.7	95.0	8	100.0	98.0	-1.8	97.0	7.6	95.0

(more compounds)
SMILES	GSH bead fluor	Rac1 wt modul	Mcl1-Noxa inh	Rac1 mut GTP	Avidin fluor	Rab7 wt GTP bind	HRas wt GTP bind	Mcl1 Bid PPI	Rab2A wt mod	Pf gametocyte	Cdc42 wt GTP
CCOC(=O)N1CCN(S(=O)(=O)c2ccc3c(c2)oc(=O)n3C)CC1	14	105.0	1.3	102.0	15	102.0	104.0	6.7	102.0	-48.0	105.0
COCCNC(=O)Nc1ccc2c(c1)N(C)C(=O)CS2	33	98.0	24.5	98.0	12	100.0	97.0	-9.1	96.0	nt	99.0
COC(=O)C1=C(C)OC(N)=C(C#N)C1c1c(C)nn(-c2ccccc2)c1Cl (centres undefined)	23	104.0	10.0	99.0	35	99.0	102.0	-15.1	101.0	nt	102.0
O=C(CCN1C(=O)c2cccc3cccc(c23)C1=O)N1CCN(c2ccccc2F)CC1	19	101.0	12.4	95.0	11	100.0	99.0	1.5	98.0	-6.1	99.0
O=C(Cc1cccs1)Nc1nc2ccccc2s1	16	106.0	11.0	99.0	8	102.0	102.0	-0.2	102.0	nt	101.0
CC1C/C(=N\Nc2ccc(S(N)(=O)=O)cc2[N+](=O)[O-])CC(C)(C)C1 (centres undefined)	6	104.0	14.8	99.0	2	102.0	102.0	-3.1	101.0	nt	101.0
N#Cc1c(-c2cccs2)nc(SCC(=O)c2cccs2)[nH]c1=O	17	97.0	21.5	95.0	16	96.0	96.0	-15.1	96.0	-6.3	96.0
Cc1cc(C)c(C(N)=O)c(NC(=O)Nc2ccccc2Cl)n1	18	102.0	2.6	101.0	8	95.0	99.0	-5.2	100.0	-9.9	100.0
COc1ccc(OC)c(C(=O)c2ccc(C(=O)Nc3ccc4ccccc4c3)cc2)c1	12	105.0	17.8	99.0	10	103.0	98.0	5.2	100.0	15.4	100.0
Oc1ccc(CN2CCN(c3ccccc3)CC2)c2cccnc12	36	107.0	-48.0	100.0	7	104.0	102.0	-40.5	99.0	nt	103.0
CC(CCc1ccccc1)NC(=O)COC(=O)C12CC3CC(CC(Br)(C3)C1)C2 (centres undefined)	15	100.0	3.3	98.0	21	97.0	96.0	10.4	94.0	-8.9	97.0
Cc1ccc(S(=O)(=O)c2nc(NCc3ccc4c(c3)OCO4)sc2Cl)cc1	27	92.0	nt	91.0	11	94.0	95.0	-11.1	94.0	nt	95.0
Cc1cc([N+](=O)[O-])ccc1NCc1cccc([N+](=O)[O-])c1	25	106.0	15.2	103.0	8	99.0	106.0	-49.2	106.0	nt	108.0
COc1ccccc1CNC(=O)COc1ccc2c(c1)CCC2	10	96.0	10.4	94.0	5	95.0	96.0	-17.5	98.0	7.9	96.0
COc1cc2c(cc1OC)CN(CC(=O)Nc1ccccc1SC)CC2	7	94.0	6.7	95.0	25	101.0	97.0	-9.5	98.0	9.9	96.0
CCCCNS(=O)(=O)c1ccc(NC(=O)C(Sc2ccccc2)c2ccccc2)cc1 (centres undefined)	6	99.0	-2.9	93.0	8	94.0	97.0	-47.6	95.0	-12.3	92.0
C/C(=N\NC(=O)c1ccc(COc2ccccc2)cc1)c1ccncc1	21	99.0	14.7	99.0	6	97.0	99.0	-1.3	97.0	9.8	97.0
CCOC(=O)CSc1cc(CSc2ccccc2)nc(-c2ccccc2)n1	28	99.0	-12.4	99.0	8	97.0	98.0	-8.7	99.0	8.1	98.0
Cc1ccc(C(=O)Nc2cnc3sc(C)nn3c2=O)cc1	11	102.0	-8.4	101.0	7	102.0	100.0	-30.6	102.0	nt	101.0
CCC(COC(=O)Nc1cccc(C)c1)NC(=O)OCC(C)C (centres undefined)	25	107.0	13.0	101.0	27	104.0	103.0	-6.8	102.0	nt	103.0
CCOC(=O)C(C)Oc1ccc(C2NC(=O)NC(C)=C2C(=O)Nc2ccccc2C)cc1 (centres undefined)	37	107.0	-14.2	100.0	14	105.0	104.0	-7.1	105.0	2.0	103.0
CCOC(=O)COc1cc(-n2c(=S)[nH]c3cc(OC)c(OC)cc3c2=O)c(Cl)cc1Cl	13	99.0	1.7	96.0	9	100.0	95.0	-22.4	95.0	0.6	94.0
O=C(Cc1ccsc1)Nc1ccc(S(=O)(=O)C(F)F)cc1	13	97.0	8.3	97.0	12	95.0	99.0	-16.8	98.0	-5.8	94.0
CC(=O)c1ccc(NC(=S)NC(C)CCc2ccccc2)cc1 (centres undefined)	21	101.0	3.8	97.0	6	97.0	97.0	-19.8	98.0	15.6	97.0
CCN(CC)S(=O)(=O)c1cc(NC(=O)COc2ccc(C#N)cc2OC)ccc1C	9	103.0	-9.7	98.0	3	98.0	101.0	-15.4	97.0	-6.3	102.0
CCCCn1c(=O)[nH]c(=O)c2c1nc(-c1ccc(C#N)cc1)n2C1CCCC1	17	?	16.8	?	5	?	?	2.0	?	-11.4	?
CCSc1nc(-c2ccc(OC)cc2)cc(-c2ccccc2)c1C#N	42	106.0	-19.6	97.0	11	97.0	101.0	-32.3	96.0	nt	99.0
O=C(c1cccc(S(=O)(=O)N2CCCC2)c1)N(Cc1ccco1)C1CCS(=O)(=O)C1 (centres undefined)	10	94.0	0.8	95.0	24	97.0	95.0	-15.8	92.0	-14.0	93.0
Cc1ccc(C(=O)N/C(=C\c2ccc(F)cc2)C(=O)NCc2ccncc2)cc1	10	106.0	0.6	100.0	11	102.0	102.0	-1.9	100.0	nt	104.0
O=C1[C@H]2[C@H]3[C@H](O)[C@H](O)C/C(=N\OC[C@@H](O)COCc4ccco4)[C@@H]3CC[C@H]2C(=O)N1c1ccc(F)cc1F	18	105.0	3.1	99.0	14	102.0	100.0	-6.0	100.0	nt	100.0
O=C(Nc1ccc(Cl)cn1)C1CCCN1S(=O)(=O)c1ccccc1 (centres undefined)	15	105.0	14.9	100.0	8	101.0	102.0	-21.7	99.0	9.2	101.0
COc1ccc(NC(=O)C(c2ccc(C)cc2)N(C)C(=O)c2ccc(=O)[nH]c2)cc1 (centres undefined)	7	103.0	-2.8	100.0	12	97.0	99.0	-25.7	98.0	7.2	101.0
O=C(CSc1ccc2c(c1)OCCO2)Nc1ccc(Br)cc1	17	101.0	30.4	96.0	43	98.0	98.0	-16.1	97.0	20.4	99.0
Cn1c(CC(=O)Nc2ccccc2)c(Sc2ccccc2)c2ccccc21	13	104.0	11.3	101.0	12	99.0	100.0	-4.8	101.0	15.1	99.0
O=C(CSc1nc(-c2ccccc2)c(-c2ccccc2)[nH]1)Nc1nccs1	26	98.0	9.3	98.0	11	101.0	99.0	-4.9	100.0	nt	99.0
Cc1cc(N2CCN(C(=O)OC(C)(C)C)CC2)n2ncnc2n1	27	101.0	3.3	98.0	4	98.0	96.0	-32.1	98.0	21.0	97.0
CCOC(=O)c1c(NC(=O)C2C3C=CC(CC3)C2C(=O)O)sc(C)c1C (centres undefined)	18	91.0	10.2	88.0	16	92.0	90.0	-22.7	87.0	-4.0	91.0
CC(C)CNC(=S)NC1CCCC1	59	106.0	-13.6	98.0	11	99.0	101.0	-81.0	99.0	-5.2	100.0
CCOC(=O)CC1NC(=O)c2ccccc21 (centres undefined)	11	105.0	17.7	100.0	11	101.0	105.0	-27.6	103.0	nt	106.0
CC(=O)N1CN(CCCn2ccnc2)Cc2c1sc1c2CCCC1	15	104.0	4.7	103.0	29	95.0	99.0	-80.3	99.0	-38.8	101.0
O=C(NCc1cccs1)c1cc(C2CC2)on1	25	104.0	12.9	99.0	7	98.0	100.0	-11.0	100.0	nt	101.0
CC(NC(=O)NC1CCCCC1)c1ccc2c(c1)OCO2 (centres undefined)	13	93.0	6.3	91.0	15	104.0	95.0	-21.3	97.0	-7.1	92.0
CN(C)c1nc(NCc2ccccc2)nc(SCC(=O)Nc2ccccc2)n1	21	103.0	-12.8	99.0	11	97.0	103.0	0.6	104.0	9.9	104.0
COc1ccccc1OCC(=O)Nc1ccccn1	23	110.0	11.2	103.0	34	101.0	104.0	-2.6	106.0	-0.1	106.0
CCN(CC)S(=O)(=O)c1ccc(O)c(NC(=O)c2ccc(N3CCOCC3)c([N+](=O)[O-])c2)c1	8	101.0	7.0	98.0	11	95.0	99.0	-41.7	96.0	14.5	97.0
N/C(=N\OC(=O)Cc1ccccc1[N+](=O)[O-])c1ccccn1	19	96.0	3.0	95.0	7	93.0	95.0	-21.4	96.0	nt	95.0
